SV40 large T antigen: SV40 large T antigen inhibitors, biochemical (AID 1903); 0.39% of 310,000 active; one-dose inhibition, % at 20 µM; IC50 in µM for titrated hits; SV40 large T antigen ATPase/helicase inhibition assay; higher % means a stronger effect; in the data active means a potency from the dose series; inconclusive means inhibition mostly from about 32% at the one dose, without a potency; inactive means the rest, 99 in 100 with inhibition below about 32%; further: strong numbers were not always called active
GPR55 activation: GPR55 agonists via beta-arrestin recruitment, primary screen, imaging, U2OS cells, beta-arrestin-GFP redistribution (AID 1961); U2OS GPR55 beta-arrestin-GFP redistribution imaging; higher % means a stronger effect; one-dose activation, % at 10 µM; EC50 in µM for titrated hits; 0.048% of 290,000 active;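 active means activation above 40% with more than 50 cells counted in the well; inconclusive means wells holding fewer than 50 cells, flagged as toxic or sparse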;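 further: U2OS osteosarcoma cells stably expressing GPR55 and beta-arrestin-GFP; plate controls were DMSO negative control for no effect and LPI positive control for full effect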
Yfh1-off respiration: mitochondrial function rescue without frataxin homolog – Friedreich's ataxia, plus single-dose screen, dose response (AID 1465) | S. cerevisiae Yfh1-off respiration, WST-1 reduction, 72 h; higher fold induction means a stronger effect | fold induction at 50 µM; hits with a dose series show EC50 in µM | 0.074% of 220,000 active;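 active means fold induction of absorbance versus untreated yeast above a set limit, then at least 30% activation at any dose in follow-up; inconclusive means repeats straddling the limit, or above it without dose testing; inactive means fold induction below the set limit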;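 further: activators that raise dye reduction in frataxin-depleted yeast; strong numbers were not always called active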
NTR1 ag: agonists of NTR1, primary screen, imaging, U2OS cells, beta-arrestin-GFP, high content (AID 493036); P30989; NTR1-U2OS beta-arrestin-GFP spot imaging, agonist mode; activation, % at 20 µM; 0.17% of 330,000 active;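 active means activation at or above 40% of the spot to cytoplasm intensity ratio, with at least 20 cells analyzed; inconclusive means wells under 20 cells, flagged as cytotoxic or low count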;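 further: 0% = DMSO without peptide and 100% = 100 nM NTR1 peptide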
Target sequence (P30989 whole entry, looked up): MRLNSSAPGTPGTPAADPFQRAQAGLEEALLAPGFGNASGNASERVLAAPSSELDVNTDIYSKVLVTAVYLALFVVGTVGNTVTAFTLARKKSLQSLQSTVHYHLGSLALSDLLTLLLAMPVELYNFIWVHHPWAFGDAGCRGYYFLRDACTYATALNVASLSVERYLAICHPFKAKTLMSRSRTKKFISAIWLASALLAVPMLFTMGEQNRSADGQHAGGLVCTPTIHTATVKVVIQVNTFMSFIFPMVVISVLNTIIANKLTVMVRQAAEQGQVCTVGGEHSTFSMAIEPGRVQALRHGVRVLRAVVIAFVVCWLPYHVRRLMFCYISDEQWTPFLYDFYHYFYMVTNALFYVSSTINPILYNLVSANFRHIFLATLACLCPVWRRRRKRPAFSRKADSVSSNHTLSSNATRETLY
AID2073: disruptors of CaV2.2 binding to Mint1 – biochemical, HTRF (AID 2073). 0.19% of 290,000 active. one-dose inhibition, % at 20 µM; IC50 in µM for titrated hits. HTRF protein-protein interaction, Mint1-CaV2.2; higher % means a stronger effect; in the data active means inhibition mostly above about 51%, no sharp cut-off; inconclusive means no clear call, values can overlap the other calls; inactive means mostly below about 53%; further: some results filed as inactive read as strong as hits
GPR55 LPI antagonism: inhibition of LPI-stimulated GPR55 beta-arrestin translocation – imaging, U2OS, beta-arrestin-GFP, LPI agonist, primary screen (AID 2013); U2OS GPR55 beta-arrestin-GFP translocation imaging, LPI antagonism; higher % means a stronger effect; inhibition, % at 10 µM; hits with a dose series show IC50 in µM; 0.13% of 290,000 active;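 active means spots per cell inhibited over 60%, with over 100 cells counted and total cytoplasm intensity under 500,000; inconclusive means wells with under 100 cells, flagged as likely toxic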;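 further: U2OS cells stably carrying GPR55 and arrestin-GFP stimulated by 5 µM LPI near EC80; imaged beta-arrestin-GFP aggregate spots per cell after agonist stimulation; plate controls were LPI-stimulated DMSO wells for no effect and DMSO wells without LPI for full effect; some results filed as inactive read as strong as hits; confirmed hits need IC50 under 10 µM and bright autofluorescent wells are also inconclusive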
GPR35 arrestin U2OS: GPR35 antagonists blocking zaprinast-driven arrestin recruitment, primary screen, imaging, U2OS, beta-arrestin-GFP, zaprinast agonist (AID 2058). 0.052% of 290,000 active. U2OS GPR35 beta-arrestin-GFP translocation imaging, zaprinast antagonism; higher % means a stronger effect. inhibition, % at 10 µM; hits with a dose series show IC50 in µM;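 active means inhibition of at least 50% with at least 30 cells and total cytoplasm GFP at most 10,000,000; inconclusive means under 30 cells or total GFP of 10,000,000 plus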
NS5 inhibitors: Dengue-2 NS5 methyltransferase inhibitors, primary screen, biochemical, confirmation dose response (AID 588689); Dengue-2 NS5 methyltransferase capping enzyme assay, biochemical; higher % means a stronger effect; one-dose inhibition, % at 25 µM; IC50 in µM for titrated hits; 0.3% of 340,000 active; in the data active means a potency from the dose series; inconclusive means inhibition above about 29% without an active follow-up result
MgcRacGAP inhibition: MgcRacGAP GTPase-activating activity inhibitors, confirmation, biochemical, ADP Hunter fluorescence | MgcRacGAP-stimulated Rac1 GTP hydrolysis, ADP Hunter fluorescence; higher % means a stronger effect; GST-tagged Rac1 F28L mutant substrate | inhibition, % at 30 µM, or IC50 in µM where a hit was titrated | 0.6% of 340,000 active | AID 624330;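 active means first-screen hits whose inhibition reached a set limit at any dose in the follow-up dose series; inconclusive means inhibition above the set first-screen limit but never retested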;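 further: fluorescence reports GDP produced by GAP-driven GTP hydrolysis; strong numbers were not always called active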
NTR1 ag cell count 20 µM: recorded beside NTR1 ag, whose call it bears; cell count; measured here: cell count, cytotoxicity flag
An asterisk follows results filed as active. The order is random; overall some 1.7% were active at least once.

How did CC(=O)n1c2ccccc2c2nc3ccccc3nc21 do in these assays?
SV40 large T antigen: 4.2%; GPR55 activation: -0.3%; NTR1 ag: 1.3; AID2073: 16.8%; GPR55 LPI antagonism: -9.8%; GPR35 arrestin U2OS: -3.3%; NS5 inhibitors: -2.7%; MgcRacGAP inhibition: 4.3%; NTR1 ag cell count 20 µM: 60

How did CCn1c2ccccc2c2cc(NS(=O)(=O)c3ccc(C)cc3)ccc21 do in these assays?
SV40 large T antigen: 10.3%; GPR55 activation: 0.5%; Yfh1-off respiration: inactive; NTR1 ag: 10.3; AID2073: 4.2%; GPR55 LPI antagonism: -4.7%; GPR35 arrestin U2OS: 9.8%; NS5 inhibitors: 6.1%; MgcRacGAP inhibition: 9.3%; NTR1 ag cell count 20 µM: 60

What do the screens show for `Brc1ccccc1OCCN1CCOCC1`?
SV40 large T antigen: 24.4%; GPR55 activation: -0.2%; NTR1 ag: 0.8; AID2073: 2.8%; GPR55 LPI antagonism: 8.7%; GPR35 arrestin U2OS: -8.7%; NS5 inhibitors: -13.6%; MgcRacGAP inhibition: 17.5%; NTR1 ag cell count 20 µM: 86

Results for CCOC(=O)c1sc2ncn(/N=C/c3ccccn3)c(=O)c2c1C ?
GPR55 activation: -0.3%; AID2073: -4.9%; GPR55 LPI antagonism: 12.3%; GPR35 arrestin U2OS: 12.2%

Results for Cn1c(-c2ccc3ccccc3n2)[n+](C)c2ccccc21 ?
SV40 large T antigen: 9.1%; GPR55 activation: -0.1%; Yfh1-off respiration: inactive; NTR1 ag: 2.4; AID2073: -6.4%; GPR55 LPI antagonism: 11.5%; GPR35 arrestin U2OS: 12.1%; NS5 inhibitors: -9.3%; MgcRacGAP inhibition: 13.5%; NTR1 ag cell count 20 µM: 50

What do the screens show for `COc1ccc(/C=C2\CCCc3c2nc2ccccc2c3C(=O)O)cc1OC`?
SV40 large T antigen: 18.2%; GPR55 activation: -0.3%; Yfh1-off respiration: inconclusive; NTR1 ag: 0.1; AID2073: 44.7%; GPR55 LPI antagonism: 0.0%; GPR35 arrestin U2OS: -11.4%; NTR1 ag cell count 20 µM: 59

Results for COc1cc2nc(/C=C/c3cc(OC)c(OC)c(OC)c3)sc2cc1SC ?
SV40 large T antigen: 1.8%; GPR55 activation: -0.1%; Yfh1-off respiration: inactive; NTR1 ag: 4.9; AID2073: 21.7%; GPR55 LPI antagonism: -4.1%; GPR35 arrestin U2OS: -18.9%; NS5 inhibitors: -3.6%; MgcRacGAP inhibition: -1.4%; NTR1 ag cell count 20 µM: 43

How did OCCNc1nc(Nc2ccccc2)nc2ccccc12 do in these assays?
SV40 large T antigen: 1.4%; GPR55 activation: 0.3%; Yfh1-off respiration: inactive; NTR1 ag: 0.8; AID2073: 0.9%; GPR55 LPI antagonism: 9.6%; GPR35 arrestin U2OS: 1.6%; NS5 inhibitors: -1.4%; MgcRacGAP inhibition: 14.1%; NTR1 ag cell count 20 µM: 51

How did FC(F)(F)c1ccc(-c2csc(-c3ccno3)n2)cc1 do in these assays?
SV40 large T antigen: 17.9%; GPR55 activation: -0.2%; Yfh1-off respiration: inactive; NTR1 ag: 0.1; AID2073: 5.5%; GPR55 LPI antagonism: -9.0%; GPR35 arrestin U2OS: -2.1%; NS5 inhibitors: 0.0%; MgcRacGAP inhibition: 10.4%; NTR1 ag cell count 20 µM: 53

What do the screens show for `O=C(Nc1cccc(Br)c1)c1ccc2snnc2c1`?
SV40 large T antigen: 2.5%; GPR55 activation: -0.1%; NTR1 ag: 2.7; AID2073: 10.8%; GPR55 LPI antagonism: -6.0%; GPR35 arrestin U2OS: -0.2%; NS5 inhibitors: 5.2%; MgcRacGAP inhibition: 4.4%; NTR1 ag cell count 20 µM: 66

What do the screens show for `O=C(NCc1cccnc1)C(=O)NCC(c1ccco1)N1CCN(c2ccc(F)cc2)CC1` (stereo not drawn)?
SV40 large T antigen: 7.5%; GPR55 activation: 0.0%; Yfh1-off respiration: inactive; NTR1 ag: 0.5; AID2073: -2.3%; GPR55 LPI antagonism: 8.9%; GPR35 arrestin U2OS: 11.5%; NS5 inhibitors: 0.6%; MgcRacGAP inhibition: 0.1%; NTR1 ag cell count 20 µM: 71

Results for CCn1ncc(Br)c1C(=O)Nc1cc(C(=O)OC)ccc1C(=O)OC ?
SV40 large T antigen: 3.1%; GPR55 activation: 0.3%; Yfh1-off respiration: inactive; NTR1 ag: 0.1; AID2073: 9.8%; GPR55 LPI antagonism: -6.8%; GPR35 arrestin U2OS: -0.6%; NS5 inhibitors: 2.8%; MgcRacGAP inhibition: 15.8%; NTR1 ag cell count 20 µM: 45

How did COC(=O)CSc1nc2ccc(N)cc2s1 do in these assays?
SV40 large T antigen: 10.6%; GPR55 activation: -0.1%; Yfh1-off respiration: inactive; NTR1 ag: 1.2; AID2073: inconclusive; GPR55 LPI antagonism: -9.2%; GPR35 arrestin U2OS: 3.2%; NS5 inhibitors: -5.2%; MgcRacGAP inhibition: 12.2%; NTR1 ag cell count 20 µM: 68

Results for C/C(=N\NC(=O)c1ccc(Cn2cc([N+](=O)[O-])cn2)o1)c1cccc(NC(=O)c2cccnc2)c1 ?
SV40 large T antigen: 10.4%; GPR55 activation: 0.1%; Yfh1-off respiration: inactive; NTR1 ag: -0.8; AID2073: -9.7%; GPR55 LPI antagonism: 3.8%; GPR35 arrestin U2OS: -2.4%; NS5 inhibitors: -2.6%; MgcRacGAP inhibition: 9.5%; NTR1 ag cell count 20 µM: 68

Results for COC(=O)[C@@]12CCCN1[C@H](c1ccc(-c3ccc(F)cc3)cc1)[C@H]1C(=O)N(C)C(=O)[C@H]12 ?
SV40 large T antigen: 5.0%; NTR1 ag: -1.4; NS5 inhibitors: -9.6%; MgcRacGAP inhibition: -2.3%; NTR1 ag cell count 20 µM: 99

What do the screens show for `O=C(CN1C(=O)C2CC=CCC2C1=O)NCC(=O)Nc1ccc(F)c(F)c1` (stereo not drawn)?
SV40 large T antigen: 8.5%; NTR1 ag: 1.6; NS5 inhibitors: -5.2%; MgcRacGAP inhibition: 16.0%; NTR1 ag cell count 20 µM: 61

What do the screens show for `CCOc1cccc2sc(N(CCCN(C)C)C(=O)c3ccc(S(=O)(=O)N(C)Cc4ccccc4)cc3)nc12`?
SV40 large T antigen: 4.3%; GPR55 activation: 0.3%; NTR1 ag: 35.2; AID2073: 20.1%; GPR55 LPI antagonism: -1.2%; GPR35 arrestin U2OS: 10.7%; NS5 inhibitors: 0.0%; MgcRacGAP inhibition: 7.3%; NTR1 ag cell count 20 µM: 44

What do the screens show for `COc1ccc([N+](=O)[O-])cc1NC(=O)/C=C/C(=O)O`?
SV40 large T antigen: -13.2%; GPR55 activation: -0.5%; Yfh1-off respiration: inactive; NTR1 ag: 0.6; AID2073: -2.4%; GPR55 LPI antagonism: -13.0%; GPR35 arrestin U2OS: 0.7%; NS5 inhibitors: 0.0%; MgcRacGAP inhibition: 4.5%; NTR1 ag cell count 20 µM: 66

How did COc1ccc(Oc2ccc(N/C=C3\CCCC3=O)cc2)cc1 do in these assays?
SV40 large T antigen: 13.8%; GPR55 activation: 0.7%; Yfh1-off respiration: inactive; NTR1 ag: 0.7; AID2073: inconclusive; GPR55 LPI antagonism: 6.0%; GPR35 arrestin U2OS: -6.8%; NS5 inhibitors: -1.9%; MgcRacGAP inhibition: 9.8%; NTR1 ag cell count 20 µM: 58

How did Cc1c(C(=O)Nc2cccc(C(F)(F)F)c2)oc2ccc(S(=O)(=O)N3CCOCC3)cc12 do in these assays?
SV40 large T antigen: 7.5%; GPR55 activation: 0.3%; Yfh1-off respiration: inactive; NTR1 ag: 27.1; AID2073: 10.4%; GPR55 LPI antagonism: 30.1%; GPR35 arrestin U2OS: 2.7%; NS5 inhibitors: 0.0%; MgcRacGAP inhibition: 8.4%; NTR1 ag cell count 20 µM: 82

How did COc1ccccc1NC(=O)CSc1ncn[nH]1 do in these assays?
SV40 large T antigen: 11.3%; GPR55 activation: -0.2%; Yfh1-off respiration: inactive; NTR1 ag: 1.8; AID2073: 2.6%; GPR55 LPI antagonism: 18.4%; GPR35 arrestin U2OS: 18.3%; NS5 inhibitors: -9.1%; MgcRacGAP inhibition: 10.0%; NTR1 ag cell count 20 µM: 42

How did Cc1ccc(OCC(=O)N/N=C/c2cccnc2)cc1 do in these assays?
SV40 large T antigen: -8.1%; GPR55 activation: 0.2%; NTR1 ag: 1.5; AID2073: 8.8%; GPR55 LPI antagonism: -10.2%; GPR35 arrestin U2OS: -0.8%; NS5 inhibitors: -0.7%; MgcRacGAP inhibition: 4.6%; NTR1 ag cell count 20 µM: 71

How did Cc1ccc(OCc2cc(C(=O)N(C)Cc3cnn(-c4ccccc4C)c3)no2)cn1 do in these assays?
SV40 large T antigen: 6.8%; GPR55 activation: 0.3%; NTR1 ag: 0.2; AID2073: 2.5%; GPR55 LPI antagonism: -9.1%; GPR35 arrestin U2OS: -10.8%; NS5 inhibitors: 3.9%; MgcRacGAP inhibition: 4.4%; NTR1 ag cell count 20 µM: 64

How did COc1ccc(S(=O)(=O)N(C)C(C)CCc2ccco2)cc1 (stereo not drawn) do in these assays?
SV40 large T antigen: 4.0%; GPR55 activation: 0.0%; NTR1 ag: -0.3; AID2073: 9.4%; GPR55 LPI antagonism: -1.7%; GPR35 arrestin U2OS: -3.0%; NS5 inhibitors: -1.6%; MgcRacGAP inhibition: 4.6%; NTR1 ag cell count 20 µM: 102

How did N#Cc1cccc(NC(=O)Cn2cnc(S(=O)(=O)N3CCCCC3)c2)c1 do in these assays?
SV40 large T antigen: 4.4%; GPR55 activation: -0.2%; NTR1 ag: -0.8; AID2073: -2.7%; GPR55 LPI antagonism: 0.4%; GPR35 arrestin U2OS: -0.6%; NS5 inhibitors: 5.5%; MgcRacGAP inhibition: -4.9%; NTR1 ag cell count 20 µM: 67

Results for CCc1c(C)nc2nc(SCc3ccccc3Cl)[nH]n2c1=O ?
SV40 large T antigen: 19.9%; GPR55 activation: -0.1%; NTR1 ag: -1.4; AID2073: 10.3%; GPR55 LPI antagonism: -3.2%; GPR35 arrestin U2OS: 0.4%; NS5 inhibitors: -2.6%; MgcRacGAP inhibition: 17.2%; NTR1 ag cell count 20 µM: 95

What do the screens show for `CC(NCc1ccc(OCc2ccc(Cl)cc2)cc1)C(O)c1ccccc1` (stereo not drawn)?
SV40 large T antigen: 11.1%; GPR55 activation: 1.4%; Yfh1-off respiration: inactive; NTR1 ag: 32.1; AID2073: 15.5%; GPR55 LPI antagonism: 39.9%; GPR35 arrestin U2OS: -11.9%; NS5 inhibitors: 3.5%; MgcRacGAP inhibition: 12.8%; NTR1 ag cell count 20 µM: 32
